Compound activity deposited in PubChem BioAssay by National Center for Advancing Translational Sciences (NCATS).
TRPV1 ag: human TRPV1 agonism | Q8NER1 | TRPV1-expressing cells, Fluo-8 calcium influx, agonist mode | activation, % at 8.33 µM | 320,000 tested, 0.19% active; in the data active = activation above about 80%; inconclusive = between about 30% and that limit; note: 0% is about no effect
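Fluo-8 calcium influx in TRPV1-expressing cells, kinetic read (ex 480/em 520 nm). Compound added and read 3 min for agonist activity, followed by capsaicin at EC20 final and 2 min further read for enhancement.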
KCNH2 3.1 inh: inhibitors of human KCNH2 3.1 potassium channel isoform; U2OS KCNH2 3.1, thallium flux FluxOr; active compounds read low; activity change, % (tested at about 1.8 µM); 340,000 tested, 0.95% active;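 active = maximum activity change below -70%; inconclusive = maximum activity change from -70% to -50%; inactive = maximum activity change above -50%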;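 note: thallium influx rate constant from kinetic fluorescence after stimulation buffer; % is set by controls: 0 for no effect and ±100 for the full control effect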
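Normalized rate constant (relative to positive and negative DMSO controls) derived from a 2 min kinetic fluorescence read after stimulation; U2OS cells expressing the 3.1 isoform via virus at 1.77 x 10^8 /mL.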
hERG WT inh: inhibitors of human wildtype KCNH2 potassium channel; activity change, % at 1.84 µM; AID 720551; U2OS, BacMam KCNH2, thallium flux FluxOr; active compounds read low; Q12809; 340,000 tested, 0.37% active;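 active = maximum activity change below -70%; inconclusive = maximum activity change between -70% and -50%; inactive = maximum activity change above -50%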; note: % is set by controls: 0 for no effect and ±100 for the full control effect
Target sequence (Q12809 whole entry, looked up): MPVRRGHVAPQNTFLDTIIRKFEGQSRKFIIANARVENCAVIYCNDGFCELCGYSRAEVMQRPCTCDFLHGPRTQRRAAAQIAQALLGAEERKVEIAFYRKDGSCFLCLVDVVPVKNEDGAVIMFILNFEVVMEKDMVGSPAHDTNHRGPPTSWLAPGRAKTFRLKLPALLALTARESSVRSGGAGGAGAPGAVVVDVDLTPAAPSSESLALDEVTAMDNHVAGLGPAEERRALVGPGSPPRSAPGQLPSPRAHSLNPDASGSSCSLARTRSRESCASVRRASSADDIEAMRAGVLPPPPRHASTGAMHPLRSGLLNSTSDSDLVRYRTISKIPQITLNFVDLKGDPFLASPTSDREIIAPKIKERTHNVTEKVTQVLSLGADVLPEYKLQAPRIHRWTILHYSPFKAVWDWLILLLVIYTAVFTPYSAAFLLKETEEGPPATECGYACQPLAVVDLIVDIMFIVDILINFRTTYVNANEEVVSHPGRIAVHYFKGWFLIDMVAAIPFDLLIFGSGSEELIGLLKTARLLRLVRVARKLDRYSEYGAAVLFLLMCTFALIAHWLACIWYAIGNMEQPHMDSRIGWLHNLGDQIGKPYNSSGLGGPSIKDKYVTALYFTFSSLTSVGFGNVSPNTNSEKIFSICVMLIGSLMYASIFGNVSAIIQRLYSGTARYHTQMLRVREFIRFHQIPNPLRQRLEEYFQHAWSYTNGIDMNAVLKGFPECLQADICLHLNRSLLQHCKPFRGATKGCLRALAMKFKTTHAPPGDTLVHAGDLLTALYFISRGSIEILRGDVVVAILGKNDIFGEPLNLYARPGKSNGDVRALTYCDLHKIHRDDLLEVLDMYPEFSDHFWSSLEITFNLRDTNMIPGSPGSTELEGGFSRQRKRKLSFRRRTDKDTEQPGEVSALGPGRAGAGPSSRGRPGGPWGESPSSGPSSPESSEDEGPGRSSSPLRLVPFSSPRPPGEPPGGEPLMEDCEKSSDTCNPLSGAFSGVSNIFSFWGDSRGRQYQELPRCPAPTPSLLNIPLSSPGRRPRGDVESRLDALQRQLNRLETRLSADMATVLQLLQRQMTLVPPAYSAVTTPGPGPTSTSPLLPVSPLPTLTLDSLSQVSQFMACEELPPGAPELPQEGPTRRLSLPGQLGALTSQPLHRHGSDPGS
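U2OS cells were transduced with wild-type KCNH2 virus (2.03 x 10^8 / mL) for 4 h at room temperature, then cultured overnight at 37 C. Thallium flux was read with FluxOr dye. Rate constants were normalized to DMSO controls.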
Giardia killer: kills Giardia lamblia | Giardia lamblia trophozoite viability | activity change, % at 7.66 µM, hits read low | 340,000 tested, 0.15% active | AID 540267; in the data active = activity change below about -80%; inconclusive = between about -30% and that limit;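 note: parasites exposed to compound for two days anaerobically before the ATP read; % is set by controls: 0 for no effect and ±100 for the full control effect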
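ATP-content bioluminescence gauges trophozoite survival. Cells (100/well) receive compound and incubate anaerobically for 48 hrs at 37 deg C; detection reagent follows for 15-30 min at room temperature.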
Coupling enz: coupling enzyme interference in Giardia aldolase counter-screen; activity change, negative = inhibition, % at 58.2 µM, hits read low; coupling enzyme system counterscreen, AmpLite Red fluorescence; 290,000 tested, 0.67% active; in the data active = activity change below about -30%; note: % is set by controls: 0 for no effect and ±100 for the full control effect
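Coupling enzymes only (glyceraldehyde-3-phosphate) + compound, at 57.5 uM final, 10 min RT; add substrate/coupling/AmpLite Red mix, 20 min RT; fluorescence ex 525/em 598 nm. Actives flag coupling-system interference.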
PKM2 activator: increases activity of human pyruvate kinase M2 | P14618 | purified PKM2, Kinase-Glo ATP luminescence, activation; response scale: 0% is enzyme alone, no compound | Potency, µM (titrated, usually from 57.5 µM), without a hit: at the top dose activation, most hits filed as activators | 260,000 tested, 0.34% active; note: potency is the fitted concentration of half-maximal effect; % is set by controls: 0 for no effect and ±100 for the full control effect; nearly all actives have a fitted effect of over 55% in size
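Kinase-Glo luminescence reports ATP generated from ADP (0.1 mM) and PEP (0.5 mM) by purified hPK-M2 after 1 h at room temperature, pH 7.2 imidazole buffer; intermediate enzyme activity allows detecting inhibitors and activators.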
CXXC DNA block: inhibitors of human MLL CXXC domain-DNA interaction; 290,000 tested, 0.037% active; Potency, µM (doses to about 115 µM), for the others: top-dose activity change, negative = inhibition, usual class: inhibitors; MLL-CXXC / FITC-HOXA9 DNA fluorescence polarization; active = well fitted inhibition curve with a large enough effect in the polarisation, with a control signal flat, not every such curve was filed as active; inconclusive = small, poorly fitted or top-dose-only effect, or effect the other way, or a change in a side signal; inactive = no such curve, though single readings can be large or run the other way; the % refers to the polarisation; note: potency is the fitted concentration of half-maximal effect
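Fluorescence polarization: 7 uM MLL-CXXC (stock) preincubated 5 min with compounds, then 50 nM fluorescein-HOX-A9 DNA (stock) added; 30 min ambient. Buffer 50 mM Tris-HCl pH 7.5, 50 mM NaCl, 1 mM DTT, 0.05% BSA.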
USP2a block: USP2a (human) protease inhibition. Potency, µM (titrated, usually from 38.3 µM), for the others: top-dose activity change, negative = inhibition, actives largely listed as inhibitors. 330,000 tested, 0.01% active. O75604. USP2 core, Ub-CHOP2 coupled fluorogenic reporter, 485/531;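 note: potency is the fitted concentration of half-maximal effect; plate controls were DMSO wells for no effect and full inhibition by NEM control for full effect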
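USP2 core (10nM final) preincubated 30min RT with compound in 20mM Tris-HCl pH 8.0, 2mM CaCl2, 2mM beta-mercaptoethanol, 0.05% CHAPS; 25nM Ub-CHOP2 plus 25nM reporter substrate added, fluorescence (Ex485/Em531) read after 60min.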
GALK inhibitor: inhibitors of human galactokinase | P51570 | Purified GALK, Kinase-Glo residual ATP luminescence | Potency, µM (titrated, usually from 57.5 µM), inactives show top-dose activity change, negative = inhibition, most hits filed as inhibitors | 270,000 tested, 0.007% active | AID 1868; note: potency is the fitted concentration of half-maximal effect; % is set by controls: 0 for no effect and ±100 for the full control effect
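Luminescence from leftover ATP (Ultra-Glo luciferase/luciferin) served as read-out after a 1 h room-temperature reaction of 5 nM GALK with 35 uM ATP and 100 uM galactose.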
Menin-MLL TR inh: menin-MLL binding inhibition, Texas Red mutant peptide | O00255 | Menin + Texas Red MLL mutant peptide, fluorescence polarization | Potency, µM (series often up to 61.6 µM), inactives show at the highest dose FP activity change, negative = inhibition, usual class: inhibitors | 270,000 tested, 0.23% active | AID 1768; active = well fitted inhibition curve with a large enough effect in the polarisation, with a control signal flat, not every such curve was filed as active; inconclusive = small, poorly fitted or top-dose-only effect, or effect the other way, or a change in a side signal; inactive = no such curve, though single readings can be large or run the other way; the % refers to the polarisation; note: potency is the fitted concentration of half-maximal effect; % of control where 0% means no effect; many of its hits are not listed in these tables
B2AR arrestin: recruits beta-arrestin to the human beta2-adrenergic receptor. 330,000 tested, 0.02% active. beta-arrestin recruitment to beta2AR, cell-based reporter. Potency, µM (doses to about 46.1 µM), inactives show at the highest dose activation, usual class: activators;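 note: potency is the fitted concentration of half-maximal effect; 0% = DMSO controls and full agonism = EC100 isoproterenol or metaproterenol; nearly all actives have a fitted effect of over 65% in size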
Active calls of the source: *; ? = inconclusive; . = no result given; [ ] = dose if it differs, or a comment. Unless noted, calls come from the whole dose curve; as a rule, active = well fitted curve in the direction sought with a large enough effect; inconclusive = small, poorly fitted or top-dose-only effect, or another doubt; inactive = no such curve, though single readings can be large; an effect the other way counts as inactive or inconclusive. A portion of the library (hit frequency here may not be typical).

SMILES	Menin-MLL TR inh	USP2a block	TRPV1 ag	B2AR arrestin	GALK inhibitor	Coupling enz	CXXC DNA block	Giardia killer	hERG WT inh	KCNH2 3.1 inh	PKM2 activator
CCOC(=O)c1c(NC(=S)NNS(=O)(=O)c2ccc(Br)cc2)sc2c1CCCCC2	.	1%	4	0.0%	8%	.	19%	-13	-1	-5	3%
CCOC(=O)Cc1csc(NC(=O)/C=C/c2cccc(Br)c2)n1	4%	0%	21	0.1%	1%	1	16%	-11	-11	15	2%
CC(C)(C)OC(=O)NCCCCCNC(=O)c1[nH]cnc1C(=O)N[C@@H](Cc1ccccc1)C(=O)OCc1ccccc1	-13%	-3%	15	-0.5%	-5%	-5	-19%	-12	-3	-8	6%
CC(Sc1nc(-c2ccccc2)cc(=O)[nH]1)C(=O)O (stereo not given)	6%	1%	-1	-0.1%	0%	3	8%	-5	-4	20	-7%
COC(=O)c1ccc(NC(=O)Nc2ccc3c(c2)nc(C)n3C)cc1	4%	10%	-3	-0.2%	0%	0	4%	-8	-5	-21	1%
O=C(Nc1ccc(Cl)cc1)C1CCCN(c2ncnc3c2nc2n3CCCCC2)C1 (stereo not given)	11%	-4%	?	-0.9%	0%	-2	4%	0	7	-16	.
CC(C)n1nc(C(=O)NCc2ccc3c(c2)OCO3)c2ccccc2c1=O	0%	0%	12	0.0%	-3%	-3	-2%	-1	.	5	8%
CCCN(CCC)S(=O)(=O)c1ccc(NC(=O)C2CCCO2)cc1 (stereo not given)	-1%	-1%	3	0.2%	-5%	6	5%	3	-2	9	1%
CCCN1CCN(C(=O)CCCn2c(C)c3cnn(-c4ccccc4)c(=O)c3c2C)CC1	-7%	0%	-1	-1.7%	-1%	0	0%	-6	-2	6	9%
O=C(CS(=O)(=O)c1ccccc1)N(CCCN1CCOCC1)c1nc2c(F)cccc2s1	.	3%	3	-0.2%	.	.	.	-3	1	32	.
CCC1(CC)NC(=O)N(Cc2nc3ccccc3s2)C1=O	-8%	2%	2	-0.6%	-1%	3	-9%	4	4	43	2%
CCn1nc(NC(=O)CC(C)C)c2cc3ccc(C)cc3nc21	-8%	0%	0	0.5%	4%	6	-3%	3	-1	-11	.
O=C(Cc1cccs1)Nc1ccc(F)c(F)c1	4%	2%	27	-0.4%	5%	-1	1%	16	1	3	1%
O=C(NCCn1cccn1)C1CCC(=O)N(CCc2ccc(Cl)cc2)C1 (stereo not given)	.	2%	1	-1.1%	-1%	.	18%	34[activator]	1	4	.
O=C(CN1C(=O)NC2(CCCC2)C1=O)OCCOc1cccc(Br)c1	.	0%	-1	-0.5%	.	.	.	-7	0	12	.
CC(=O)NCCc1cc2ccc(C)cc2[nH]c1=O	-21%	1%	-3	-0.3%	-4%	3	-3%	-6	4	-8	6%
COc1cc(OC)c(C(=O)NC2CCCc3ccccc32)cc1OC (stereo not given)	-21%	1%	4	0.7%	0%	2	-7%	-3	6	4	20%
CCOc1ccccc1C(=O)NCC(=O)NCCCSc1ccccc1	.	-1%	-4	-0.4%	-7%	.	-12%	-15	-2	9	0%
CCC(NC(=O)C1CCC1)c1ccccc1 (stereo not given)	2%	3%	2	-0.4%	1%	1	-3%	9	2	8	1%
CCC(=O)NNC(=O)CSc1nnc(-c2ccccc2)c(-c2ccccc2)n1	0%	0%	0	-0.1%	-3%	-2	3%	4	17	5	0%
COc1ccccc1CNCC(=O)Nc1ccc(N(C)C)cc1	?	-1%	5	-1.0%	-1%	4	-5%	16	-2	0	.
Cc1ccc(NS(=O)(=O)c2ccc(CCC(=O)NC3CC3)cc2)cc1	0%	4%	-4	-0.2%	-2%	6	-2%	-6	-8	4	-6%
CC(=O)/C(CN1CCCCC1)=N\O	-5%	-1%	0	-0.1%	5%	7	14%	0	-12	1	7%
COc1ccc(Nc2nccc(-c3ccc(C#N)cc3)n2)cc1	?	4%	4	-1.2%	.	4	14%	1	-1	-7	.
O=C(NC1CCCCC1)c1ccc(CS(=O)(=O)Cc2ccccc2F)o1	-27%	3%	4	-0.3%	1%	7	-2%	21	4	0	1%
Cn1cc(C(=O)N2CCc3ccccc3C2)c(=O)c2cc(S(=O)(=O)N3CCOCC3)ccc21	-1%	2%	-4	0.3%	2%	1	-8%	-7	3	4	3%
Cn1c(-c2cc(Br)ccc2O)n[nH]c1=S	-6%	2%	6	-0.3%	-4%	-2	-3%	9	5	-4	-3%
Cc1ccc(S(=O)(=O)N2C[C@@H]3CCCC[C@@H]3[C@@H](C)[C@H]2CC(=O)c2ccccc2)cc1	.	-1%	.	-0.6%	.	.	.	-1	-5	-5	.
Cc1ccnc(S(=O)(=O)Cc2ccc([N+](=O)[O-])cc2)n1	7%	0%	-1	-1.1%	1%	0	2%	-11	0	29	.
O=C(O)c1ccc(S(=O)(=O)N2CCc3ccccc3C2)cc1	-2%	0%	-5	-0.3%	6%	15	-3%	-6	-7	-3	-1%[11.5 µM]
CCCCOc1ccc(C(=O)N=c2sccn2C)cc1OC	.	0%	12	0.2%	-6%	.	15%	-1	-2	-8	-1%
CCCc1nn(-c2cc(Cl)ccc2OC)c2c1C(=O)CC(C)(C)C2	1%	3%	?	0.0%	1%	3	-2%	10	-8	-11	6%
Cc1occc1C(=O)Nc1ccc(Br)cc1F	3%	0%	12	-0.8%	-1%	1	12%	-11	-3	12	2%
CCCCn1c(=O)n(CC(=O)NCc2ccc(C)cc2)c(=O)c2c1nc(CO)n2CCC	-11%	-8%	0	-0.2%	4%	0	-5%	9	-1	0	-12%
O=C(c1ccccc1Oc1ccccc1)N1CCN(c2ccccc2F)CC1	-16%	0%	?	0.2%	-1%	10	11%	1	-9	42	0%
CC(=O)N(c1nc(CCl)cs1)c1cccc(C)c1C	-19%	1%	7	-0.1%	12%	1	-23%	17	-3	13	-4%
C/C(=N\N=C(N)N)c1cccc([N+](=O)[O-])c1	8%	1%	1	-0.2%	0%	4	18%	0	6	8	-16%
CCOc1ccc(/C(O)=C2/C(=O)C(=O)N(CC3CCCO3)C2c2ccc(C)o2)cc1 (stereo not given)	9%	0%	-6	-1.2%	-1%	-2	5%	-24	5	-2	1%
C/C(=N\NC(=O)CC1N=C(Cc2ccccc2)NNC1=O)c1ccncc1 (stereo not given)	.	3%	3	-0.2%	-1%	1	-2%	14	5	4	-2%
CN(Cc1ccccc1)S(=O)(=O)c1ccc(Cl)c(C(=O)O)c1	0%	-1%	-3	0.4%	6%	11	8%	-1	-14	-3	-7%
COc1cc(C(=O)N(Cc2ccc(N(C)C)cc2)C2CCS(=O)(=O)C2)cc(OC)c1OC (stereo not given)	1%	2%	0	-0.7%	3%	0	-6%	10	6	6	0%
O=C(NCc1cccc(C(F)(F)F)c1)c1ccc2c(c1)OCO2	-11%	3%	?	0.2%	2%	-1	-8%	8	-1	-25	0%
Cc1ccc2nsnc2c1S(=O)(=O)N(CCO)Cc1cc2cc3c(cc2[nH]c1=O)OCCO3	-1%	2%	-4	0.0%	-1%	-1	1%	19	-5	4	?
C[C@H](CO)N1C[C@H](C)[C@@H](CN(C)Cc2ccccc2)Oc2c(NS(=O)(=O)c3ccccc3)cccc2C1=O	.	1%	.	0.0%	.	.	.	2	6	-26	.
Cc1c(C(=O)O)oc2c1C(=O)CC(C)(C)C2	-28%	0%	-7	-0.2%	8%	6	14%	-11	3	1	2%
CCOC(=O)Nc1ccc(C(=O)/C=C/c2ccccc2)cc1	.	0%	-8	-0.6%	3%	-21	-18%	-6	5	-12	0%
COc1cc(OC)c(OC)cc1CN(C)CC1CCCN(CCc2ccccc2F)C1 (stereo not given)	-20%	0%	0	-0.2%	0%	3	-4%	?	-10	11	-1%
COc1ccccc1CNC(=O)CN1C(=O)NC(c2ccccc2)(c2ccccc2)C1=O	.	0%	.	-0.4%	.	.	.	0	2	13	.
S=c1[nH]nc2nnc3ccccc3n12	.	1%	1	-0.5%	8%	0	-5%	-10	11	-25	-13%
Cc1occc1C(=O)Nc1ccccc1C(=O)O	-6%	6%	-3	-0.1%	2%	4	0%	1	-3	6	-2%
CCC(CC)C(=O)Nc1cccc(C(=O)N2CCCC2)c1	-22%	0%	-9	-0.3%	0%	3	-1%	-7	-9	-3	0%
CSCCC(NC(=O)COc1ccccc1)C(=O)OCCOc1ccc(C)cc1 (stereo not given)	.	-5%	12	0.4%	.	.	.	-3	-2	0	.
O=C1C(=Cc2ccc(Br)o2)C(=O)c2ccccc21	7%	-25%	-1	0.1%	-4%	1	-25%	8	3	-4	-54%
